TrxR1 substrate: is turned over as a substrate by rat TrxR1 | hit rate 0.01% among 390,000 | Potency, µM (titrated, usually from 114 µM), without a hit: at the highest dose activity change, negative = substrate turnover | AID 588456 | purified TrxR1 substrate turnover, NADPH consumption readout | O89049; further: potency means the concentration at half of the fitted maximal effect; on the % scale 0 is the no-effect control and ±100 the full control effect; nearly all actives have a fitted effect of over 50% in size
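Rat TrxR1, dispensed at 90 nM, was prereduced with 400 uM NADPH (final) for 5 min at ~22 deg C, then incubated with compound 15 min before 400 uM selenite. A first-read NADPH fluorescence drop versus no-compound background flagged substrates.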
Pin1 inhibitor: human Pin1 inhibition. Pin1 FP peptide displacement, HiFluor488, 10 min. AID 504891. Q13526. Potency, µM (series often up to 115 µM), for inactives: at the top dose activity, negative = inhibition, usual class: inhibitors. hit rate 0.009% among 390,000; active means well fitted inhibition curve with a large enough effect in the polarisation, with a control signal flat, not every such curve was filed as active; inconclusive means small, poorly fitted or top-dose-only effect, or effect the other way, or a change in a side signal; inactive means no such curve, though single readings can be large or run the other way; the % refers to the polarisation; further: potency means the concentration at half of the fitted maximal effect; on the % scale 0 is the no-effect control and ±100 the full control effect
Target sequence (Q13526 whole entry, looked up): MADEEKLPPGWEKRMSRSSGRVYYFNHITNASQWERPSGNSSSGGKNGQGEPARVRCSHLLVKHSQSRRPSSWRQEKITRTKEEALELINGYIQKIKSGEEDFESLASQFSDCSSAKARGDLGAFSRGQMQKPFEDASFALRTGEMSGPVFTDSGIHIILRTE
D2 antag: antagonizes the human D2 dopamine receptor; P14416; HEK293 TREx D2 cells, calcium flux, dopamine EC80; inhibition, % at 10 µM; hit rate 2% among 340,000; AID 485344; in the data active means inhibition above about 30%; further: 0% is about no effect
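Tetracycline-induced HEK293 T-REx cells expressing D2 force-coupled to calcium signalling were dye-loaded, exposed to compound for 180 s, then challenged with an EC80 of dopamine; calcium flux was followed kinetically for a further 180 s.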
D2 agonist: activates the human D2 dopamine receptor; P14416; HEK293 T-REx D2 cells, calcium flux agonist mode; activation, % at 2 µM; hit rate 0.53% among 340,000; AID 485358;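 active means activation over 3 SD above normal in the single-dose calcium agonist read, cut at about 30% in these data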; further: 0% is about no effect
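Tetracycline-induced HEK293 Trex cells with D2 receptor force-coupled to calcium signaling, plated overnight at 30 C and loaded with no-wash calcium dye. Calcium flux read kinetically for 180 s after compound addition; responses flag agonists.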
USP1 inh: USP1/UAF1 (human) deubiquitinase inhibition. recombinant USP1/UAF1, Ub-Rhodamine cleavage fluorescence. O94782. hit rate 0.23% among 390,000. AID 743255. Potency, µM (series often up to 57.1 µM), inactives show top-dose activity change, negative = inhibition, usual class: inhibitors; further: potency means the concentration at half of the fitted maximal effect; on the % scale 0 is the no-effect control and ±100 the full control effect; nearly all actives have a fitted effect of over 60% in size; inactives centre near -12
Target sequence (O94782 whole entry, looked up): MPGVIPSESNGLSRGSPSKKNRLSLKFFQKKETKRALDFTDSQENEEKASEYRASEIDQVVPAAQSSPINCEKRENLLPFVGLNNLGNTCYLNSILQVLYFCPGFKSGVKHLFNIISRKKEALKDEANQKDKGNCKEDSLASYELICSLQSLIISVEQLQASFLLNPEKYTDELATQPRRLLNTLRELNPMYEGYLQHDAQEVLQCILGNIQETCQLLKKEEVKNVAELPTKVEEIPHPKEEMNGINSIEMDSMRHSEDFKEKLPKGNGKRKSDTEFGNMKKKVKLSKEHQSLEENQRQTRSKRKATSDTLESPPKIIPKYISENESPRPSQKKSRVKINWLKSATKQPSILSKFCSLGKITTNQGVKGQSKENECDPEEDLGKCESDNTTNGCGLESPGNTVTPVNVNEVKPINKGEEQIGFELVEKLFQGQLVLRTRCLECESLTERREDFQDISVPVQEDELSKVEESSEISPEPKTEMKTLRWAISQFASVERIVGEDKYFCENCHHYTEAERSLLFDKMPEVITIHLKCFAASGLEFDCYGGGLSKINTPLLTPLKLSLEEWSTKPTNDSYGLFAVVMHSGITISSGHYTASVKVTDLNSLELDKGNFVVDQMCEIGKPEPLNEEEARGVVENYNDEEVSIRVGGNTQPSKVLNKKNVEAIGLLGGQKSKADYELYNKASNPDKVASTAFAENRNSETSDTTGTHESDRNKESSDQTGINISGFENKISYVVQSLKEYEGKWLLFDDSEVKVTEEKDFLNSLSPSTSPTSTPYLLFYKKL
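High-throughput fluorogenic screen: 1nM USP1/UAF1 complex, Ub-Rho substrate 150nM final, 50mM HEPES pH 7.8 with 0.5mM EDTA, 0.1 mg/ml BSA, 1mM TCEP and 0.01% Tween-20.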
TrxR1 inh: rat TrxR1 inhibition; O89049; hit rate 1% among 390,000; recombinant rTrxR1, NADPH fluorescence consumption, selenite substrate; AID 588453; Potency, µM (doses to about 114 µM), for inactives: at the top dose activity change, negative = inhibition, actives largely listed as inhibitors; further: potency means the concentration at half of the fitted maximal effect; on the % scale 0 is the no-effect control and ±100 the full control effect; nearly all actives have a fitted effect of over 65% in size
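Rat TrxR1 (90 nM in the dispensed reagent) was pre-reduced with 400 uM NADPH for 5 min at room temperature, then incubated with compound for 15 min. After 400 uM selenite was added, NADPH fluorescence (Ex 340/Em 450 nm) was followed for 8 min.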
IDH1 R132H inh: inhibitors of human mutant IDH1 R132H; O75874; IDH1-R132H enzyme, NADPH consumption, diaphorase/resazurin fluorescence; Potency, µM (series often up to 76.6 µM), inactives show at the top dose activity change, negative = inhibition, actives largely listed as inhibitors; hit rate 0.093% among 390,000; AID 602179; further: potency means the concentration at half of the fitted maximal effect; on the % scale 0 is the no-effect control and ±100 the full control effect; nearly all actives have a fitted effect of over 65% in size
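IDH1-R132H (0.5 ug/mL dispensed) in pH 7.5 Tris buffer was preincubated 30 min with compound, then given a substrate mix of 0.016 mM NADPH and 2 mM alpha-KG for 80 min at room temperature; remaining NADPH was read by diaphorase/resazurin fluorescence.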
TRHR enhancer: allosteric enhancers of human TRH receptor. P34981. TRHR cells, fluo-8 calcium fluorescence, EC20 TRH enhancement. enhancement, % at 2 µM. hit rate 0.66% among 360,000; in the data active means enhancement above about 30%; further: 0% is about no effect
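TRHR-expressing cells loaded with fluo-8 calcium dye were read kinetically (ex 480/em 530) during compound addition, then stimulated with an EC20 of TRH (10 nM final). Enhancement of the Gq-mediated intracellular calcium response was scored.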
TRHR agonist: activates the human TRH receptor | P34981 | TRHR cells, calcium flux fluo-8, FDSS agonist mode | activation, % at 2 µM | hit rate 0.18% among 360,000 | AID 493084; in the data active means activation above about 30%; further: 0% is about no effect
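TRHR-expressing cells loaded with fluo-8 calcium dye; 23 nL library compound pin-transferred, kinetic FDSS fluorescence (Ex 480/Em 530) recorded about 180 s for agonist-induced calcium release, before a 10 nM TRH EC20 addition for potentiator mode.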
An asterisk follows results filed as active; ? = inconclusive; · = not tested or not shown; & = joins results of further samples; [ ] = dose if it differs, or a comment. Unless noted, the call rests on the fitted dose curve; in most records, active means well fitted inhibition curve with a large enough effect; inconclusive means small, poorly fitted or top-dose-only effect; inactive means no such curve, though single readings can be large or run the other way.

SMILES	TrxR1 substrate	Pin1 inhibitor	D2 antag	D2 agonist	USP1 inh	TrxR1 inh	IDH1 R132H inh	TRHR enhancer	TRHR agonist
CCn1c(-c2ccc(F)cc2)n[nH]c1=S	10%	-1%	-2	0.8	-13%	-7%[57.1 µM]	7%	2	0.3
O=C(c1cc(Cl)ccc1F)N1CCCC(Nc2ccc3c(c2)OCCO3)C1 (centres undefined)	-16%	-8%	-8	-0.9	-11%	-17%	-2%	0	-1.8
CC(=O)N1CCC2(CC1)C(C#N)=C(N)Oc1n[nH]c(CSc3ccc(C)cc3)c12	10%	0%	4	-1.2	-14%	-15%	7%	5	-0.2
CN(C(=O)COC(=O)c1ccc2c(c1)OCCO2)c1ccccc1	1%[57.1 µM]	-1%	-4	1.4	-2%	11%[57.1 µM]	3%	2	0.7
CN(C)c1ncnc2[nH]ncc12	10%	-3%	·	·	-8%	10%	8%	·	·
O=C(Nc1ccc2c(c1)OCCO2)C1CCCN1S(=O)(=O)c1ccc(Cl)cc1 (centres undefined)	-4%[57.1 µM]	5%	-8	0.7	-6%	10%[57.1 µM]	-1%	5	-0.4
COC(=O)c1ccc(C)c(NC(=O)Cc2coc3cc(OC)ccc23)c1	5%	?	-3	0.6	1%	5%	16%	4	-0.8
CC1CN(S(=O)(=O)c2cccc(C(=O)Nc3ccccc3N3CCCCC3)c2)CC(C)O1 (centres undefined)	-2%	2%	7	-0.8	-24%	9%	5%	5	0.1
Cc1cc(C)nc(NS(=O)(=O)c2ccc(NC(=O)c3ccccc3[N+](=O)[O-])cc2)n1	-3%	4%	·	·	-4%	6%	3%	15	0.2
Cc1cc(-c2ccc(F)cc2)nc2cc(C(N)=O)nn12	10%	-5%	·	·	0%	-15%	-1%	5	-0.2
Cc1ccc(Cl)cc1-n1c(=O)cc(N2CCN(c3ccccc3)CC2)[nH]c1=O	0%[57.1 µM]	0%	·	-0.3	?	16%[57.1 µM]	-21%	0	0.7
COc1cccc(N2CCN(S(=O)(=O)c3ccc4c(c3)N(C(C)=O)CCO4)CC2)c1	2%	-3%	14	0.1	-10%	32%	-13%	-4	0.5

Reprinted at random: seven compounds from above, in no set order.
SMILES	TrxR1 substrate	Pin1 inhibitor	D2 antag	D2 agonist	USP1 inh	TrxR1 inh	IDH1 R132H inh	TRHR enhancer	TRHR agonist
COC(=O)c1ccc(C)c(NC(=O)Cc2coc3cc(OC)ccc23)c1	5%	?	-3	0.6	1%	5%	16%	4	-0.8
COc1cccc(N2CCN(S(=O)(=O)c3ccc4c(c3)N(C(C)=O)CCO4)CC2)c1	2%	-3%	14	0.1	-10%	32%	-13%	-4	0.5
CCn1c(-c2ccc(F)cc2)n[nH]c1=S	10%	-1%	-2	0.8	-13%	-7%[57.1 µM]	7%	2	0.3
CC(=O)N1CCC2(CC1)C(C#N)=C(N)Oc1n[nH]c(CSc3ccc(C)cc3)c12	10%	0%	4	-1.2	-14%	-15%	7%	5	-0.2
O=C(c1cc(Cl)ccc1F)N1CCCC(Nc2ccc3c(c2)OCCO3)C1 (centres undefined)	-16%	-8%	-8	-0.9	-11%	-17%	-2%	0	-1.8
Cc1ccc(Cl)cc1-n1c(=O)cc(N2CCN(c3ccccc3)CC2)[nH]c1=O	0%[57.1 µM]	0%	·	-0.3	?	16%[57.1 µM]	-21%	0	0.7
Cc1cc(-c2ccc(F)cc2)nc2cc(C(N)=O)nn12	10%	-5%	·	·	0%	-15%	-1%	5	-0.2

(more compounds)
SMILES	TrxR1 substrate	Pin1 inhibitor	D2 antag	D2 agonist	USP1 inh	TrxR1 inh	IDH1 R132H inh	TRHR enhancer	TRHR agonist
COc1cc(C(=O)Nc2ccc3oc(-c4cccnc4)nc3c2)cc(OC)c1OC	1%[57.1 µM]	10%&4%	-25	0.5	0%	4%[57.1 µM]	1%	-13	-0.6
COc1ccc(CCC(=O)N/N=C(\C)c2ccc3c(c2)OCO3)cc1	-8%	2%	13	-0.9	-12%	1%	3%	-11	-0.6
CCCOc1ccc2c3c(c(=O)oc2c1OCCC)CCC3	10%[57.1 µM]	1%	13	1.2	-19%	-15%[57.1 µM]	6%	-2	0.0
CC1(C)CCC(=O)N2CC[C@H]3C[C@H](OC(=O)Nc4ccccc4)C[C@@H]1[C@H]32	4%&-5%	-4%	27	0.4	-31%	9%&2%	9%	-11	0.0
COC(=O)c1ccc(C(=O)N=c2sccn2C)cc1	-9%	1%	-1	0.6	?	-9%	-3%	2	0.3
Cc1ccc(C(=O)OCC(=O)Nc2cc(F)ccc2F)cc1NC(=O)c1ccco1	12%	7%	4	0.3	-23%	33%	0%	0	-0.6
CCC[C@@H](CN1CCC[C@H]1CN1C(N)=NC[C@H]1C(C)C)N1C[C@@H](Cc2ccccc2)N(CCCC2CCCC2)C1=N	0%	-5%	·	·	-29%	0%	0%	·	·
CC(=O)Nc1ccc(NC(=O)C(C)OC(=O)C(C)SCC(=O)Nc2ccc(F)cc2)cc1 (centres undefined)	-3%	-12%	·	·	4%	6%	-2%	21	-1.2
Cc1ccc(C2CC(c3cccc(C)c3)n3ncnc3N2)cc1 (centres undefined)	-1%	-9%	-1	2.1	-10%	20%	14%	-2	0.9
OC(CNC1CCCC1)COc1ccc(Cl)cc1 (centres undefined)	9%	1%	6	1.2	-20%	19%	-3%	3	1.9
CC12CN(C(=O)c3cccc([N+](=O)[O-])c3)C3(C#N)CC1CCC23C (centres undefined)	4%	-4%	17	-0.1	0%	17%	7%	-5	-0.1
CCCC(C)C(=O)Nc1ccc2c(c1)OCCO2 (centres undefined)	-5%[57.1 µM]	-10%	-25	0.2	-13%	11%[57.1 µM]	7%	7	-0.1
CC(=O)Nc1cccc(NC(=O)CSc2ccc(-c3ccccn3)nn2)c1	7%[57.1 µM]	0%	-8	0.8	-1%	14%[57.1 µM]	0%	2	0.1
CCOc1ncccc1C(=O)OCC(=O)N1CCC(C)CC1	-11%	1%	·	·	3%	-12%	5%	·	·
CS(=O)(=O)N1CCC(Oc2cccc(C(=O)NCCCC3CCCC3)c2)CC1	-16%	-11%	·	·	-6%	?	-3%	·	·
CC1Cc2cc(/C(O)=C3\C(=O)C(=O)N(Cc4cccnc4)C3c3ccccc3F)ccc2O1 (centres undefined)	1%	-8%	20	-0.4	-9%	-1%	0%	14	-0.1
O=C(Nc1ccccc1C(=O)N/N=C/c1ccco1)c1ccccc1Cl	-6%	3%	18	0.0	-8%	2%	24%	-1	-0.5
Cc1cccc(N(C)S(=O)(=O)c2c(C)noc2C)c1	-3%	0%	3	0.2	-16%	12%	-3%	-1	-0.2
CCc1ccc(CCC(=O)Nc2ccc(Br)cc2)o1	-5%	?	15	-1.1	-6%	10%	3%	20	-0.4
COCc1cc(C)nc(OCC(=O)N/N=C/c2ccc(OC)c(O)c2)c1C#N	-13%	-1%	3	-1.3	-10%	1%	-10%	0	-1.3
CCOc1ccc(OCC)c(S(=O)(=O)NCc2ccccn2)c1	8%	-7%	0	-0.1	-4%	5%	6%	-3	-0.2
CCCCC12CN3CC(C)(CN(C1)C3c1ccc(O)c(OC)c1)C2=O (centres undefined)	-8%	0%	·	0.1	?	-9%	31%	-5	0.9
Cn1c(N)c(C(=O)COC(=O)/C=C/c2ccccc2F)c(=O)n(C)c1=O	11%[57.1 µM]	0%	·	·	-17%	11%[57.1 µM]	8%	·	·
CCc1cc2c(SCc3ccc(C(=O)OC)o3)ncnc2s1	-2%	4%	-21	-0.4	-26%	-2%	-5%	-2	0.0
Cc1ccc(NNC(=O)Nc2ccc(Cl)cc2)nn1	1%	-5%	5	-0.5	-16%	16%	14%	24	0.2
CC(NC(=O)C(=O)NN=C1CCCCCC1)c1ccccc1 (centres undefined)	0%	1%	-9	0.6	0%	11%	6%	1	-0.1
COC(=O)c1ccc(NS(=O)(=O)c2ccc(-n3cccn3)cc2)cc1	-6%	2%	·	0.4	-12%	9%	-2%	2	1.4
N#Cc1c(/N=C/c2cccnc2)sc2c1CCCC2	-18%[11.4 µM]	-1%	7	29	?	30%[11.4 µM]	17%	11	0.0
CC1(C)CC2CC(C)(CN2C(=O)COC(=O)c2cccnc2Cl)C1 (centres undefined)	1%	-1%	·	·	-19%	1%	16%	·	·
Cc1c(C(=O)N2CCc3ccccc32)cnn1C	-23%[57.1 µM]	3%	-6	3.0	-15%	0%[57.1 µM]	9%	-11	0.2
CC(Oc1ccccc1)C(=O)Nc1ccc(S(=O)(=O)N2CCCC2)cc1 (centres undefined)	-2%	-9%	1	0.5	-21%	-5%	8%	-8	2.2
CCC(C)OC(=O)C1=C(C)NC(=O)CC1c1ccccc1OC (centres undefined)	-6%	0%	-13	0.3	1%	-10%[57.1 µM]	3%	12	-0.9
Cc1ccc(NC(=O)c2nc[nH]c2C(=O)N2CCN(c3ccccc3)CC2)cc1	12%	0%	12	0.7	?	18%	10%	15	-0.6
COc1ccc(-n2c(C)cc(C(=O)Cn3c(NCCO)nc4ccccc43)c2C)cc1	-3%[57.1 µM]	-3%	9	-0.3	-5%	-8%[57.1 µM]	-4%	-1	-0.2
CCCn1c(NCc2cc(OC)ccc2OC)nc2ccccc21	10%	-2%	-2	-0.2	-21%	17%	4%	-1	-1.1

Molecules shown so far that have a nitro group on carbon, in the order listed:
SMILES	TrxR1 substrate	Pin1 inhibitor	D2 antag	D2 agonist	USP1 inh	TrxR1 inh	IDH1 R132H inh	TRHR enhancer	TRHR agonist
Cc1cc(C)nc(NS(=O)(=O)c2ccc(NC(=O)c3ccccc3[N+](=O)[O-])cc2)n1	-3%	4%	·	·	-4%	6%	3%	15	0.2
CC12CN(C(=O)c3cccc([N+](=O)[O-])c3)C3(C#N)CC1CCC23C (centres undefined)	4%	-4%	17	-0.1	0%	17%	7%	-5	-0.1

Screening data deposited in PubChem by National Center for Advancing Translational Sciences (NCATS).

Only part of the results is shown, so the mix of outcomes need not match the whole.
